AmpC no deterg – qHTS Inhibitors of AmpC Beta-Lactamase (assay without detergent). AmpC nitrocefin hydrolysis, absorbance 480 nm, 0.0001% Triton. Potency, µM (highest dose often 57.1 µM), for inactives: at the highest dose activity change, negative = inhibition, actives largely listed as inhibitors. P00811. actives 0.52% (n = 330,000). AID 485341, 2010;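 note: potency is the fitted concentration of half-maximal effect; plate controls were no compound for no effect and no enzyme for full effect; nearly all actives have a fitted effect of over 20% in size; some results filed as inactive show a strong effect at the top dose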
Target sequence (P00811 whole entry, looked up): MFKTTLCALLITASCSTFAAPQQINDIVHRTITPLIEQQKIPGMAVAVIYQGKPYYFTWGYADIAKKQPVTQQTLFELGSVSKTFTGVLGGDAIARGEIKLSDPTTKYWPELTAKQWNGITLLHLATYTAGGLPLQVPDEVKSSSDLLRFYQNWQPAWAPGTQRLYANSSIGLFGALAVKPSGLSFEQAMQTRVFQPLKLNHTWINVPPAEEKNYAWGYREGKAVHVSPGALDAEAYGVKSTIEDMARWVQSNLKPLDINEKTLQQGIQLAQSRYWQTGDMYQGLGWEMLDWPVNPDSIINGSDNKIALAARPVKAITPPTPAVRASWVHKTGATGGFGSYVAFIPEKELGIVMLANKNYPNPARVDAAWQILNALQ
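20 mM phosphate pH 7.0 + 0.01% (detergent screen) or 0.0001% Triton X-100; 5.3 nM AmpC reagent; cpd preinc 15 min RT; nitrocefin (800 uM stock) to start; A480 q20 s × 4 min; Activity was normalised to no-enzyme and no-compound control wells.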
HCMV antiviral – qHTS Assay for inhibitors of the human cytomegalovirus (HCMV) | AID 1259415, 2018 | activity change, negative = inhibition, % at 57.5 µM | actives 4.5% (n = 410,000) | HFF cells, HCMV-luciferase reporter, 72 h; active compounds read low; in the data active = activity change below about -60%; inconclusive = no clear call, values can overlap the other calls; inactive = above about -39%
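Inhibition of viral replication was scored as loss of reporter luminescence in HFFs infected with HCMV-luciferase (MOI 1 PFU/cell) for 72 h; compounds tested at 2 doses, normalized to buffer and Salinomycin controls.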
FBPA Giardia inh – qHTS Assay for Inhibitors of Fructose-1,6-bisphosphate Aldolase from Giardia Lamblia. A8B2U2. AID 2451, 2010. Potency, µM (titrated, usually from 59.6 µM), for inactives: at the top dose activity, negative = inhibition, hits mostly inhibitors. purified Giardia FBPA. actives 0.71% (n = 290,000); note: potency is the fitted concentration of half-maximal effect; nearly all actives have a fitted effect of over 55% in size
Target sequence (A8B2U2 whole entry, looked up): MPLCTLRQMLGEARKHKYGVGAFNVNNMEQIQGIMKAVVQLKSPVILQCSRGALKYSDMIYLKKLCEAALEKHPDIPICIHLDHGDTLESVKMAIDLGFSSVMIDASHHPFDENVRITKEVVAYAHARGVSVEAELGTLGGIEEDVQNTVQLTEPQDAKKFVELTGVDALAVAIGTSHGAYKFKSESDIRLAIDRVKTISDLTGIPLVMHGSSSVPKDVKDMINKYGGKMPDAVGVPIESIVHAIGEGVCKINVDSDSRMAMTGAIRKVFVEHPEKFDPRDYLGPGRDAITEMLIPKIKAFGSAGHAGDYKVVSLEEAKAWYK
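Giardia FBPA (40 nM reagent) was preincubated 10 min at RT with compound (up to 57.5 uM final), then substrate plus GAPDH/TPI/NAD/arsenate coupling system with diaphorase/resazurin was added; resorufin fluorescence (525/598 nm) was read after 20 min.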
Sm TGR inh – qHTS Assay for the Inhibitors of Schistosoma Mansoni Peroxiredoxins. Potency, µM (highest dose often 114 µM), for the others: at the highest dose activity change, negative = inhibition, actives largely listed as inhibitors. purified TGR, DTNB reduction, TNB absorbance 405 nm. actives 3% (n = 360,000); note: potency is the fitted concentration of half-maximal effect; nearly all actives have a fitted effect of over 60% in size
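TGR 20 nM + NADPH 100 uM (dispensed conc.), cpd preinc 15 min RT; start with NADPH (500 uM addition) then DTNB (15 mM addition). Kinetic TNB absorbance, 405 nm filter. Four-parameter Hill fit across titration.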
AmpC detergent – qHTS Inhibitors of AmpC Beta-Lactamase (assay with detergent) | P00811 | AmpC hydrolysis of nitrocefin, absorbance 480 nm, 0.01% Triton | Potency, µM (doses to about 114 µM), for the others: at the top dose activity change, negative = inhibition, usual class: inhibitors | actives 0.041% (n = 370,000);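 note: potency is the fitted concentration of half-maximal effect; 0% = no-compound wells and -100% = no-enzyme wells; nearly all actives have a fitted effect of over 25% in size; some results filed as inactive show a strong effect at the top dose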
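20 mM phosphate pH 7.0 + 0.01% (detergent screen) or 0.0001% Triton X-100; 5.3 nM AmpC reagent; cpd preinc 15 min RT; nitrocefin (800 uM stock) to start; A480 q20 s × 4 min; Activity was normalised to no-enzyme and no-compound control wells.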
HCV inh – qHTS Assay for Inhibitors of Hepatitis C Virus (HCV). actives 3.4% (n = 340,000). AID 651820, 2012. Huh7.5.1 HCVcc-Cre infection, luciferase reporter, 44 h. Potency, µM (top dose mostly 41.8 µM), for the others: at the highest dose activity change, negative = inhibition, most hits filed as inhibitors; note: potency is the fitted concentration of half-maximal effect
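Reporter virus HCVcc-Cre (~0.5 moi) infects cells exposed to compound; seeding density 1,000 cells/well with 4 h settling beforehand. Luminescence, 15 sec read, taken 44 h post-infection following a 15 min RT substrate incubation.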
Starred values were filed as active, the others as inactive; ? = inconclusive; . = not tested or not shown; & = joins results of further samples; [ ] = dose if it differs, or a comment. Unless noted, calls come from the whole dose curve; as a rule, active = well fitted curve in the direction sought with a large enough effect; inconclusive = small, poorly fitted or top-dose-only effect, or another doubt; inactive = no such curve, though single readings can be large; an effect the other way counts as inactive or inconclusive. Unless noted, % is set by controls: 0 for no effect and ±100 for the full control effect.

| canonical_smiles | AmpC no deterg | Sm TGR inh | HCV inh | FBPA Giardia inh | HCMV antiviral | AmpC detergent |
| --- | --- | --- | --- | --- | --- | --- |
| COc1cccc(NC(=O)CN(C)C(=O)c2ccccc2Sc2ccccc2C#N)c1 | -18% | 7% | -2% | . | 16 | 4% |
| COc1ccc(-n2ccnc2SCC(=O)NC2CCCC2)c(OC)c1 | -11% | 10% | 11% | 0% | 21 | 0% |
| O=C(/C=C/Nc1ccc(OC(F)(F)F)cc1)C(F)(F)F | -6% | 7% | -10% | -12% | 9 | -2% |
| CCc1ccc(NC(=O)c2cnn3c(C(F)F)cc(C)nc23)cc1 | -24% | . | -15% | -1% | 5 | ? |
| CCCSc1nc(C)cc(=O)[nH]1 | -10% | 12% | 16% | -10% | 36 | -8% |
| COc1cc(OC)c(NC(=O)c2ccccc2F)cc1Cl | -21% | 10% | 1% | 0% | -3 | -1% |
| O=C(NC1CCN(S(=O)(=O)c2ccc(F)cc2)CC1)c1cccc(F)c1 | -6% | 25% | 7% | 10% | -6 | 3% |
| COc1ccc(-c2cc(C(F)(F)F)c(C#N)c(SCC(=O)O)n2)cc1OC | -15% | 26% | . | 11% | . | 8% |
| COc1ccc(OC)c(-n2nnnc2SCC(=O)N2CCN(C(=O)c3ccco3)CC2)c1 | 34% | -19% | ? | 1% | -6 | 3% |
| O=C(COC(=O)c1ccc(Cl)nc1)Nc1ccc(Cl)cc1 | -6% | 4% | -6% | . | -14 | -18% |
| O=C(Nc1n[nH]c(C(F)(F)F)n1)c1cccs1 | -22% | ? | 28% | 2% | -13 | 5% |
| O=C(CO/N=C/c1ccc(OC(F)F)cc1)NC1CCCC1 | -2%[2.29 µM] | 7% | 16% | 3% | 6 | -6% |
| COc1cccc(CNCCc2c[nH]c3ccccc23)c1OCc1ccccc1F | -11% | 4% | ? | . | -99* | 2% |
| Cc1ccc(C)c(OCCC(=O)N(C)CC(=O)Nc2c(C)cccc2C)c1 | 13% | -7% | -4% | . | 68 | -5% |
| CCOC(=O)N1CCN(C(=O)C2CCN(Cc3ccc(OC)cc3OC)CC2)CC1 | 0% | -2% | 1% | 17% | -18 | ? |
| Cc1cccc(Cc2c(C)nc3nc(SCC(=O)NCc4ccc(F)cc4)nn3c2C)c1 | . | -2% | . | . | 3 | -7% |
| CN(C)CCN(Cc1ccccc1)c1ccccn1 | -8%&-9% | 16%&20% | 12%[8.37 µM] | 1%&-3%&-5% | -5 | -11%&2% |
| COCCN1CCN(C(=O)C2CCC(=O)N(Cc3ccc(Cl)cc3)C2)CC1 (configuration not stated) | 6% | -17% | 15% | 0% | -32 | ? |
| CCCCCC[n+]1c(-c2ccc(Cl)cc2Cl)csc1Nc1ccccc1 | -40% | -3% | 7% | 3% | -6 | 6% |
| COC(=O)c1ccccc1NC(=O)c1ccnn1C | -7% | 11% | ? | 5% | ? | 1% |
| COc1ccc(S(=O)(=O)NCc2ccccn2)cc1Cl | -19% | -4% | 7% | -2% | -6 | ? |
| CC1CCCC(C)N1C(=O)COC(=O)CNC(=O)c1ccccc1 (configuration not stated) | -8% | -5% | 12% | . | 12 | -16% |
| COC(=O)CSC1=C(C#N)C(=O)NC(c2ccccc2)S1 (configuration not stated) | -11% | ? | 13% | ? | -16 | 4% |
| CCOCCCNC(=O)C(c1ccc(C)cc1)N(Cc1ccc2c(c1)OCO2)C(=O)c1cnccn1 (configuration not stated) | 167%[activator] | -3% | 13% | 1% | -8 | 1% |
| Cc1ccc(C)c(CN2CCC(CNC(=O)Nc3cccc(Cl)c3C)CC2)c1 | -4% | 18% | ? | 14% | 11 | 1% |
| CCOC(=O)C1CCCN(S(=O)(=O)c2cc3c4c(c2)CC(=O)N4CCC3)C1 (configuration not stated) | . | 12% | . | . | -13 | -2% |
| CCc1cc2cc3c(cc2nc1SCC(=O)Nc1nccs1)OCO3 | -16% | -4% | 12% | -2% | -16 | -16% |
| CCCCCn1c(CNC(=O)c2ccc(F)cc2)nc2ccccc21 | . | 0% | . | . | -15 | 6% |
| C=CCNC(=O)C1CC2Cn3c(nc4cc5ccccc5cc43)C2N1C (configuration not stated) | 9% | 0% | 8%[8.37 µM] | 6% | 20 | 10% |
| CCCCN(C(=O)c1c(CC)noc1C)c1c(N)n(CCC)c(=O)[nH]c1=O | -5% | -1% | 34%[activator] | . | 1 | -5% |
| COc1ccccc1C1CC(c2ccc(Cl)cc2)Nc2ncnn21 (configuration not stated) | 60% | 1% | 9% | -5% | 17 | 2% |
| CC(=O)Nc1ccc(Nc2ccccc2)cc1 | -9% | -12% | ? | 0% | -14 | -5% |
| COC(=O)c1cc2occc2n1CC(=O)Nc1ccc(C)cc1Cl | . | 11% | . | . | -9 | 8% |
| COc1ccc(COC(=O)Nc2c(SC)nsc2SC)cc1 | 0% | -6% | -12% | 0% | ? | ? |
| Cc1sc(-c2cc3c([nH]c2=O)CC(c2ccccc2)CC3=O)nc1-c1ccc(Cl)cc1 (configuration not stated) | . | -8% | . | . | 0 | 21% |
| C=CCn1c(SCC(=O)CC(=O)OCC)nc2cc(C(=O)N3CCC(C(N)=O)CC3)ccc2c1=O | 5% | -6% | -11% | 3% | ? | -3% |
| COc1cccc(/C=C(/C#N)c2ccc(Cl)cc2)c1OCc1cccc(C(=O)O)c1 | -19% | 4% | -1% | ? | 34 | 0% |
| CNC(=S)N=Nc1c(O)[nH]c2ccccc12 | -29% | -24% | 0% | -4% | 80 | -8% |
| CC(=O)NC(Cc1ccc(F)cc1)C(=O)NC1CCN(c2nnnn2-c2ccccc2)CC1 (configuration not stated) | 56% | -4% | 2% | -1% | -31 | -6% |
| Cc1ccc(C2(C)NC(=O)N(CC(=O)Nc3ccc(S(=O)(=O)Nc4nccs4)cc3)C2=O)cc1 (configuration not stated) | ? | 5% | 15% | . | -18 | ? |
| CCc1ccc(CN(C)Cc2nc(-c3cccc(Cl)c3)no2)nc1 | 89%[activator] | -8%[57.1 µM] | 8% | 7% | -5 | -10% |
| Cc1c(C(=O)Nc2cccnc2)oc2ccc(Br)cc12 | -17% | 5% | ? | 4% | 51 | -9% |
| Cc1onc(-c2ccccc2)c1C(=O)OCC(=O)Nc1ccc2c(c1)OCO2 | -18% | 0% | ? | 6% | 7 | ? |
| CCCCOC(=O)Cn1c(=N)n(CCC)c2ccccc21 | 17% | 2% | 25% | 10%[12.9 µM] | 18 | -5% |
| Cc1nc(SCC(=O)N2c3ccccc3NC(=O)CC2C)c2c(C)c(C)sc2n1 (configuration not stated) | 10% | 0% | -20% | . | -27 | -16% |
| CCN(c1ccccc1)S(=O)(=O)c1ccc(NC(=O)c2nc(SC(C)C)ncc2Cl)cc1 | . | 8% | . | . | -21 | -6% |
| CCOc1ccc(OCC(=O)Nc2c(C(=O)Nc3ccc(C)cc3)oc3ccccc23)cc1 | . | -3% | . | . | 20 | -2% |
| Cc1ccc(/C=N/NC(=O)CCn2nc(C)cc2C)c(C)c1 | 5%[2.29 µM] | -1% | ? | 1% | ? | -9% |
| Cc1ccc(NC(=O)C2C3C=CC4(CN(Cc5cccnc5)C(=O)C24)O3)cc1 (configuration not stated) | -9% | 5% | 6% | 4% | 42 | ? |
| Cc1ccc2c(=O)cc(C(=O)N(Cc3ccc(N(C)C)cc3)C3CCS(=O)(=O)C3)oc2c1 (configuration not stated) | . | 4% | . | . | -21 | 5% |

(cont.)
| canonical_smiles | AmpC no deterg | Sm TGR inh | HCV inh | FBPA Giardia inh | HCMV antiviral | AmpC detergent |
| --- | --- | --- | --- | --- | --- | --- |
| CC(O)CNc1nc2c(c(=O)n(C)c(=O)n2C)n1C/C=C/c1ccccc1 (configuration not stated) | 19% | 0% | ? | 7% | -33 | -10% |
| CCOc1ccc(NS(=O)(=O)c2ccc(C(=O)N(C)CC(=O)Nc3ccc(C)cc3)cc2)cc1 | 11% | -3% | -6% | . | -34 | -20% |
| Nc1ccc(-c2nnn(Cc3ccccc3F)n2)cc1 | -13% | 12% | -14% | -3% | 2 | ? |
| Cc1cc(C(F)(F)F)n2nc(-c3ccc(Br)cc3)cc2n1 | . | 5% | . | . | 21 | 8% |
| Cc1nc(-c2ccc(S(=O)(=O)NCc3ccc(N(C)C)cc3)cc2)co1 | . | 0% | . | . | -11 | -7% |
| NC12NC(=O)C3(O)C4C5CC(C6C5C3C61)C42 (configuration not stated) | 16% | 18% | 20% | 7% | -11 | 4% |
| COc1ccc(-n2nnnc2-c2cnc3cc4c(cc3c2C)OCO4)cc1 | -21% | 11% | 13% | 0% | -34 | 0% |
| Cc1cccc(C(=O)N/N=C/c2cc(Br)c(Br)o2)c1 | ? | -14% | -13% | 7% | 2 | ? |
| CCOCCn1c(N2CCN(c3ccccc3)CC2)nc2c1c(=O)[nH]c(=O)n2C | -14% | 7% | 3% | -1% | -34 | -7% |

11 entries from above, with values under each structure.
Results follow in this order: AmpC no deterg, Sm TGR inh, HCV inh, FBPA Giardia inh, HCMV antiviral, AmpC detergent
Cc1ccc(NC(=O)C2C3C=CC4(CN(Cc5cccnc5)C(=O)C24)O3)cc1 (configuration not stated)
→ -9%, 5%, 6%, 4%, 42, ?
Cc1ccc2c(=O)cc(C(=O)N(Cc3ccc(N(C)C)cc3)C3CCS(=O)(=O)C3)oc2c1 (configuration not stated)
→ ., 4%, ., ., -21, 5%
CC(O)CNc1nc2c(c(=O)n(C)c(=O)n2C)n1C/C=C/c1ccccc1 (configuration not stated)
→ 19%, 0%, ?, 7%, -33, -10%
CCOc1ccc(NS(=O)(=O)c2ccc(C(=O)N(C)CC(=O)Nc3ccc(C)cc3)cc2)cc1
→ 11%, -3%, -6%, ., -34, -20%
Nc1ccc(-c2nnn(Cc3ccccc3F)n2)cc1
→ -13%, 12%, -14%, -3%, 2, ?
Cc1cc(C(F)(F)F)n2nc(-c3ccc(Br)cc3)cc2n1
→ ., 5%, ., ., 21, 8%
Cc1nc(-c2ccc(S(=O)(=O)NCc3ccc(N(C)C)cc3)cc2)co1
→ ., 0%, ., ., -11, -7%
NC12NC(=O)C3(O)C4C5CC(C6C5C3C61)C42 (configuration not stated)
→ 16%, 18%, 20%, 7%, -11, 4%
COc1ccc(-n2nnnc2-c2cnc3cc4c(cc3c2C)OCO4)cc1
→ -21%, 11%, 13%, 0%, -34, 0%
Cc1cccc(C(=O)N/N=C/c2cc(Br)c(Br)o2)c1
→ ?, -14%, -13%, 7%, 2, ?
CCOCCn1c(N2CCN(c3ccccc3)CC2)nc2c1c(=O)[nH]c(=O)n2C
→ -14%, 7%, 3%, -1%, -34, -7%

Screening data: PubChem BioAssay, National Center for Advancing Translational Sciences (NCATS)
